# Nrf2 activator: activates Nrf2 signaling; AID 624171; Potency, µM (highest dose often 46.1 µM), for the others: top-dose activation, actives largely listed as activators; 410,000 compounds, 0.31% hits; AREc32 ARE-luciferase reporter (MCF7-derived line), luminescence, 24 h; also: potency is read from the fitted curve at half-maximal effect; % of control where 0% means no effect; nearly all actives have a fitted effect of over 65% in size
#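 Reporter line AREc32 (ARE-Fluc), seeded overnight in OPTI-MEM with 5% FBS; compound pin-transferred, 24 hr at 37 deg C, 5% CO2; luminescent read-out.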
# MCF10A rereplic: induces DNA re-replication in MCF 10a normal breast cells; Potency, µM (doses to about 46.1 µM), inactives show at the top dose activity, positive = re-replication, actives largely listed as activators; AID 624296; MCF 10A DNA re-replication, Hoechst nuclear intensity, 48 h; 350,000 compounds, 2.9% hits; also: potency is read from the fitted curve at half-maximal effect; % of control where 0% means no effect; nearly all actives have a fitted effect of over 50% in size
# A549 tox: kills or reduces viability of A549 cells in Nrf2 counter-screen; A549 ARE-Fluc cells, CellTiter-Fluor viability, 18-24 h; Potency, µM (highest dose often 46 µM), for inactives: at the top dose activity change, negative = cytotoxicity, usual class: inhibitors; 390,000 compounds, 0.16% hits; AID 504648; also: potency is read from the fitted curve at half-maximal effect; % is scaled to controls: 0 for no effect and ±100 for the full control effect
#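 A549 ARE_Fluc cells in 5% FBS OPTI-MEM were exposed to compounds in concentration-response for 18-24 h at 37 deg C. Viability was read by CellTiter-Fluor fluorescence (Ex 405/Em 525) after 30 min, before the luciferase read.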
# IL1B secr inh: inflammasome signaling inhibition, IL-1 beta readout. THP-1 LPS/ATP IL-1B secretion, AlphaLISA, 16 h; active compounds read low. activity change, % at 57.5 µM. 360,000 compounds, 4.7% hits. AID 743279; in the data active = activity change below about -50%; inconclusive = mostly about -30% to -49%; also: % is scaled to controls: 0 for no effect and ±100 for the full control effect
#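 Secreted IL-1B measured by AlphaLISA bead assay after 16 h compound exposure of THP-1 cells; compounds (final up to 57.5 uM) added 1 h before LPS (250 ng/mL) and ATP (1.25 mM) stimulation; lower signal means less secretion.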
# ATXN2 expr inh: inhibitors of ATXN2 expression | 360,000 compounds, 0.72% hits | HEK-293 ATXN2-luciferase reporter, luminescence, 24 h | Potency, µM (doses to about 57 µM), without a hit: top-dose activity change, negative = inhibition, hits mostly inhibitors; also: potency is read from the fitted curve at half-maximal effect; % is scaled to controls: 0 for no effect and ±100 for the full control effect; nearly all actives have a fitted effect of over 55% in size
#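 qHTS (up to 57 uM final) was run with 24 h compound exposure of reporter cells at 37 °C. Each well was multiplexed: SteadyGlo luminescence measured ATXN2-luciferase expression after a fluorogenic Gly-Phe-AFC viability readout (25 uM final).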
# TGFb SMAD3 inh: TGF-b pathway inhibition; HepG2 CAGA-GFP TGF-b/SMAD3 reporter, GFP fluorescence, 18 h; TGF-beta stimulated, 500 pg/mL final; Potency, µM (series often up to 46.1 µM), for inactives: at the top dose activity, negative = inhibition, hits mostly inhibitors; 410,000 compounds, 1.2% hits; AID 588855; also: potency is read from the fitted curve at half-maximal effect; % is scaled to controls: 0 for no effect and ±100 for the full control effect; nearly all actives have a fitted effect of over 65% in size
#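 Per well, imaged GFP fluorescence of HEPG2 CAGA-GFP cells gives the signal; cells get compound, then TGF-beta (500 pg/mL final), 18 h at 37 degrees C; %Activity versus -TGF-beta and +DMSO controls.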
# HepG2 viability: counter-screen for TGF-b inhibitors: cytotoxicity in HepG2 cells; HepG2 CAGA-GFP viability, ATP luminescence, 18 h; Potency, µM (titrated, usually from 46.1 µM), inactives show top-dose activity change, negative = cytotoxicity, most hits filed as cytotoxic; 410,000 compounds, 0.76% hits; AID 588856; also: potency is read from the fitted curve at half-maximal effect; some results filed as inactive show a strong effect at the top dose
#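 CellTiter-Glo luminescence gave cytotoxicity after 18 hours at 37 degrees C. The cells were HepG2 CAGA-GFP in 1% FBS DMEM, stimulated with 500 pg/mL TGF-beta after compound addition. %Activity was normalised to no-cell wells (complete cell-killing) and DMSO (no toxicity), and curves were fitted and classified.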
# ATXN viability: viability counter-screen for ATXN expression inhibitors | S2 cells (HEK-293 line with an ATXN2-luciferase reporter) viability, CellTiter-Fluor protease fluorescence, 24 h | Potency, µM (doses to about 56.7 µM), hits mostly cytotoxic | 400,000 compounds, 0.49% hits; also: potency is read from the fitted curve at half-maximal effect; nearly all actives have a fitted effect of over 40% in size
# Nrf2 block: blocks Nrf2 signaling; AID 504444; Potency, µM (doses to about 46 µM), for the others: at the top dose activity change, negative = inhibition, usual class: inhibitors; A549 ARE-Fluc reporter, luciferase luminescence, 18-24 h; 360,000 compounds, 2.1% hits; also: potency is read from the fitted curve at half-maximal effect; % is scaled to controls: 0 for no effect and ±100 for the full control effect; nearly all actives have a fitted effect of over 60% in size
#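 Quantitative HTS in A549 cells stably bearing an antioxidant response element-firefly luciferase construct. Inhibition of Nrf2-driven transcription was scored by luminescence after 18-24 h of compound exposure at 37 °C.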
# An asterisk follows results filed as active; i = inactive; ? = inconclusive; / = not tested or not shown; & = joins results of further samples; [ ] = another dose, or the depositor's remark. Unless noted, calls follow the shape of the dose curve; as a rule, active = well fitted curve in the direction sought with a large enough effect; inconclusive = small, poorly fitted or top-dose-only effect, or another doubt; inactive = no such curve, though single readings can be large; an effect the other way counts as inactive or inconclusive.
SMILES,Nrf2 activator,MCF10A rereplic,A549 tox,IL1B secr inh,ATXN2 expr inh,TGFb SMAD3 inh,HepG2 viability,ATXN viability,Nrf2 block
O=[N+]([O-])c1ccc2[nH]c3c(c2c1)CCCC3,-0.4%,3%,-7%,2,84%[activator],-19%,-40%,i,7%
O=C(c1c(F)cccc1F)N(Cc1ccccc1)Cc1ccccc1,1.9%,?,-1%,?,-4%,-19%,-9%,i,-10%
CCCn1c(=O)c(C#N)cn(C2CC2)c1=O,-0.4%,1%,5%,-25,-5%,-9%,8%,i,?
CCOC(=O)c1cc(S(=O)(=O)NCc2ccc3c(c2)OCO3)cn1C,-0.5%,-1%,4%,17,-3%,-2%,7%,i,1%
Cc1nc(Br)c(Br)c(C)c1Br,0.2%,?,-4%,-5,/,-14%,-11%,i,-2%
CCCCCc1ccc(-c2cn(CCc3c[nH]c4ccccc34)nn2)cc1,-0.2%,-37%[inhibitor],-1%,12,-25%,?,-51%&-68%,?,-22%
CCOc1cc(C#N)c(NC(=O)c2ccc(OC)c(S(=O)(=O)N3CCCCC3)c2)cc1OCC,-0.3%,/,-11%,/,-5%,-17%,-17%,i,-14%
Cc1ccc(C)n1-c1nnc(N2CCC(C(=O)NCc3ccccc3Cl)CC2)s1,23%,/,5%,/,/,/,-31%,/,5%
CCC(CC)NC(=O)Nc1ccc(C)cc1,0.4%,2%,6%,13,12%,4%,-5%,i,-7%
Cc1ccc[n+](CC(=O)N2CCCc3ccccc32)c1,-0.6%,-13%,-3%,31,2%,3%,2%,i,-6%
CCCCc1ccc(S(=O)(=O)NCCc2ccncc2)cc1,0.0%,10%,-2%,18,-34%,?,-24%,i,/
CCc1ccc(N(C)S(=O)(=O)c2ccc3[nH]cc(C(=O)NCC4CCCO4)c(=O)c3c2)cc1 (stereo unspecified),1.2%,/,6%,/,-27%,?,-27%,i,/
CCOC(=O)c1c(NC(=O)c2cccnc2)sc(C(C)=O)c1C,-0.5%,-2%,-4%,28,6%,-10%,0%,i,9%
CCc1nn(CCCC(=O)NCc2ccco2)c(=O)c2cc3occc3n12,0.4%,-1%,0%,9,3%,-11%,-2%,i,-7%
Cc1cccc(CSCCNC(=O)COc2ccc(Cl)cc2)c1,-0.5%,-9%,2%,37,-10%,3%,-1%,i,-8%
CCOc1ccc(NC(=O)c2ccc(F)c(S(=O)(=O)N3CCN(c4ccccn4)CC3)c2)cc1,0.6%,2%,-14%,-6,-4%,?,-49%,i,?
COCCn1c(NCc2ccccc2)nc2c1c(=O)[nH]c(=O)n2C,-0.4%,-1%,1%,-8,7%,20%,0%,i,/
Cc1ccc(C2CCN(C(=O)c3cnn(-c4ccccc4Cl)c3C3CCN(C(=O)OC(C)(C)C)CC3)C2)cc1 (stereo unspecified),-1.9%,/,?,/,/,?,-111%,/,?
Cc1ccccc1N(C(=O)c1snc(C(N)=O)c1N)C(C(=O)NC1CCCCC1)c1ccc(O)cc1 (stereo unspecified),20%,?,?,0,?,-25%,7%,?,15%
C[C@H](O)[C@@]1(O)CC[C@H]2[C@@H]3CC[C@@H]4C[C@H](O)CC[C@]4(C)[C@H]3CC[C@@]21C,-1.3%,-1%,6%,13,-3%,7%,1%,i,-25%
CCCCCC(=O)N1C[C@H](O)[C@@H](n2cc(COC(=O)c3ccccc3)nn2)C[C@@H]1c1ccc(C)cc1,1.0%,/,/,-15,-37%,11%,-38%,?,/
CC1(C)CC(=O)C2=C(C1)c1c(ccc3ccccc13)NC2c1cc([N+](=O)[O-])cc([N+](=O)[O-])c1O (stereo unspecified),8.6%,5%,?,-11,19%[11.3 µM],?,6%,i,24%
O=C(c1ccccc1CCc1ccccc1)N1CCCC1,-1.1%,7%,-8%,0,-13%,4%,-4%,i,-14%
C[n+]1ccc(C(=O)NCc2ccccc2)cc1,-0.2%,-3%,-2%,26,/,12%,2%,i,7%
CCCc1cc(C(=O)Nc2ccc(F)cc2F)no1,3.1%,2%,7%,-16,52%[activator],-8%,-3%,i,?
O=C(O)[C@H](Cc1c[nH]c2ccccc12)Nc1ncccc1[N+](=O)[O-],0.6%,3%,-7%,0,/,-13%,-18%,?,8%
Cc1ccc(OCC(=O)N(C)CC(=O)Nc2ccc(Cl)c(C(F)(F)F)c2)c([N+](=O)[O-])n1,-0.2%,?,?,-19,-10%,-13%,-9%,i,?
CSc1cccc(CN2CCN(CCc3ccccc3)C(CCO)C2)c1 (stereo unspecified),-0.9%,?,-5%,-7,-10%,-29%,-14%,i,-2%
Cc1cccc2cc(C#N)c(N3CCC(O)CC3)nc12,-0.6%,?,10%,-16,-21%,28%,-1%,i,-10%
O=C(CN1C2CCC1CC(NC(=O)NC1CCCCC1)C2)NC1CC1 (stereo unspecified),-0.3%,0%,-22%,9,2%,14%,-8%,i,7%

# Looked up one by one from the entries so far, three records:
SMILES,Nrf2 activator,MCF10A rereplic,A549 tox,IL1B secr inh,ATXN2 expr inh,TGFb SMAD3 inh,HepG2 viability,ATXN viability,Nrf2 block
O=C(c1ccccc1CCc1ccccc1)N1CCCC1,-1.1%,7%,-8%,0,-13%,4%,-4%,i,-14%
C[n+]1ccc(C(=O)NCc2ccccc2)cc1,-0.2%,-3%,-2%,26,/,12%,2%,i,7%
CCOc1ccc(NC(=O)c2ccc(F)c(S(=O)(=O)N3CCN(c4ccccn4)CC3)c2)cc1,0.6%,2%,-14%,-6,-4%,?,-49%,i,?

# Remaining list, next part:
SMILES,Nrf2 activator,MCF10A rereplic,A549 tox,IL1B secr inh,ATXN2 expr inh,TGFb SMAD3 inh,HepG2 viability,ATXN viability,Nrf2 block
Cn1ccc2c(N(Cc3ccccc3)Cc3ccccc3)cc3c(c21)C1CCC3C1 (stereo unspecified),14%,/,/,12,-12%,-17%,-26%,i,/
Cc1cccc(-n2nc([N+](=O)[O-])c(=NCc3cccnc3)n2O)c1,3.6%,4%,?,22,8%,?,-2%,i,?
Cc1nc(SCc2ccccc2)nc2c1CCC2,3.4%,16%,1%,28,37%,-19%,3%,/,?
CCOc1ccccc1NC(=O)N1CCCN(c2ncccc2C#N)CC1,0.0%,-12%,1%,-2,-14%,-4%,-13%,i,4%
CC(C)c1cccc(C(C)C)c1OCCCCCN1CCOCC1,1.9%,1%,1%,-23,/,-19%,14%,?,6%
CC1(C)Cc2c(sc(NC(=O)C(=O)NCCCN3CCOCC3)c2C#N)CO1,0.7%,-1%,2%,12,/,-7%,-3%,i,-9%
CC1(C(=O)NS(=O)(=O)c2ccc(Br)cc2)CCN1C(=O)C1(c2ccccc2)CC1 (stereo unspecified),0.2%,/,/,-15,4%,5%,2%,i,/
Cc1[nH]c2ccccc2c1SCCN,3.4%,0%,12%,-15,-5%,0%,-22%,i,3%
Cc1ccc(NC(=O)CSc2nc(=O)n(Cc3cccnc3)c3c2CCC3)cc1F,-0.9%,/,2%,/,-17%,-9%,-10%,i,/
Cc1ccc(NC(=O)CC2Nc3ccccc3NC2=O)cc1Cl (stereo unspecified),5.6%,2.6µM*,?,-2,-36%,?,-47%,i,?
COc1ccc(N2C(=O)CC(Nc3cccc([N+](=O)[O-])c3)C2=O)cc1 (stereo unspecified),0.7%,-1%,-1%,5,/,-15%,-4%,i,-25%
COc1ccc(-c2csc(NC(=O)CCN3C(=O)C4CC=CCC4C3=O)n2)cc1OC (stereo unspecified),7.7%,-8%,1%,-25,-20%,1%,-31%,?,-7%
CCc1ccc(C(O)(CNCc2ccccc2)c2ccccc2)cc1 (stereo unspecified),7.2%,?,7%,-10,/,?,-48%,i,4%
CCCCC(=O)Nc1ccc(NC(=S)NC(=O)c2cccs2)cc1OC,-0.6%,2%,0%,0,19%,-2%,-6%,i,10%
CCOC(=O)c1c(NC(=O)c2ccc(-n3cnnn3)cc2)sc2c1CCCC2,0.3%,?,-15%,0,?,4%,-1%,?,?
OC(CCN1CCCCC1)(c1ccccc1)C1C[C@@H]2C=C[C@H]1C2 (stereo partly specified),0.2%,?,-15%,-2,-7%,-1%,-18%,?,16%
CC(C)(C)S(=O)(=O)c1cnc(N2CCCCC2)nc1N,-0.5%,4%,2%,0,-8%,1%,-3%,i,-3%
O=C(N/N=C/c1ccc(O)cc1)c1cncc(Br)c1,2.3%,-1%,2%,-11,-2%,-23%,-12%,i,6%
COC(=O)C1CCN(C2CN(Cc3ccc([N+](=O)[O-])cc3)S(=O)(=O)C2)CC1 (stereo unspecified),-0.1%,/,/,55,-1%,-10%,-23%,i,/
O=C(NCc1ccccc1)NC(=O)c1ccncc1,-0.4%,-5%,0%,0,2%,-6%,1%,i,13%
COc1ccc(CNC(=O)CSc2nn3c(=O)c(C(C)(C)C)nnc3s2)cc1OC,4.1%,-17%,-3%,29,16%,6%,-5%,?,-17%
CCCCC/C=C\C/C=C\C/C=C\CCCCC(=O)O,8.4%,-12%&1%,-2%,3,-3%,-7%,-23%,i,8%
O=C(COC(=O)c1ccc(Cl)c(S(=O)(=O)N2CCOCC2)c1)Nc1ccc2[nH]c(=O)[nH]c2c1,-1.7%,-4%,-2%,17,9%,8%,4%,i,0%
CCN(CC(=O)Nc1c(F)cccc1F)C(=O)CSCC(=O)Nc1ccc(OC)cc1,0.3%,2%,6%,7,-9%,-10%,0%,i,-11%
O=C(Cc1ccc(Cl)cc1)OCc1nnc(-c2ccccc2)o1,-0.8%,-8%,10%,12,/,3%,-3%,i,-1%
Cc1cccn2c(=O)c3cc(S(=O)(=O)c4ccc(Br)cc4)c(=N)n(C4CCCCC4)c3nc12,0.2%,12%,4%,39,0%,2%,-2%,i,12%

# Outcome played no part in choosing rows, and some 8.8% of all compounds hit somewhere here.
